Screening data from PubChem BioAssay.
EphB4 antag = antagonists of human EphB4-ephrin-B2 interaction | P54760 | inhibition, % at 7 µM | AID 720 | EphB4 LBD / TNYL-RAW-Alexa532 peptide, fluorescence polarization | 97,000 compounds, 0.15% hits;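 active = inhibition above the screen-wide mean inhibition plus 3 SD, cut at about 15% in these data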;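 also: 0% = DMSO wells and 100% = excess unlabeled TNYL-RAW peptide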
CYP2C9 inhib = blocks human cytochrome P450 2C9; 96,000 compounds, 20% hits; AID 777; CYP2C9 Supersomes, luciferin-H conversion, luminescence; inhibition, % at 5 µM; P11712;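 active = blocking of liver enzyme CYP2C9 beyond about 50% at 5 µM, limit read from the data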; also: values of inactives mirror those of a sister screen read the other way
Target sequence (P11712 whole entry, looked up): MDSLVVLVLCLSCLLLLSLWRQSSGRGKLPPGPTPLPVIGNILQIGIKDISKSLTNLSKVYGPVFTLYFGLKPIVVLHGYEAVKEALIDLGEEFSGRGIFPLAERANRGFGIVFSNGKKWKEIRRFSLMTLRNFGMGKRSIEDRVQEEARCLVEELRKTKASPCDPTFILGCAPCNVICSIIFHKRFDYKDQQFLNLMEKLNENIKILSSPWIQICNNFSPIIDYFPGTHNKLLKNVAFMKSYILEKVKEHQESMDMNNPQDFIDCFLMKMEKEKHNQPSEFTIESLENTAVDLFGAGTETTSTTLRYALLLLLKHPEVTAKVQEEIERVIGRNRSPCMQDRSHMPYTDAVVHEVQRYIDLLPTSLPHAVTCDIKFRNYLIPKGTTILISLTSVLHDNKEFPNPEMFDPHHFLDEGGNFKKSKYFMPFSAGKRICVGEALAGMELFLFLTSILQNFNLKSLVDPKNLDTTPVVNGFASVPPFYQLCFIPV
CYP2C19 inhib = inhibitors of human CYP2C19 | P33261 | CYP2C19 Supersomes, luciferin-H EGE luminescence, 30 min | inhibition, % at 5 µM | 96,000 compounds, 21% hits | AID 778;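 active = CYP2C19 inhibition above a set limit at 5 µM in the primary screen, cut at about 50% in these data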;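 also: plate controls were negative control wells for no effect and 2.5 mM tranylcypromine positive control for full effect; values of inactives mirror those of a sister screen read the other way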
PTK2B oligo ant = Pyk2 (human) oligomerization antagonism; Q293 cells, Pyk2 FERM NanoBiT luminescence; stronger effect = lower value; z-score (the deposit names both 25 µM and 10 µM); 99,000 compounds, 0.83% hits; AID 1347419;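 active = Z-score of -3 or lower, scaled per plate to the spread of control and sample wells; inactive = z-score above -3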;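 also: negative z-score means lost luminescence so less FERM oligomerization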
PLAP activator = human PLAP activation; activation fold at 20 µM; 96,000 compounds, 1.2% hits; P05187; purified PLAP enzyme, luminescent substrate read-out; stronger effect = higher value; in the data active = activation fold above about 2
Target sequence (P05187 whole entry, looked up): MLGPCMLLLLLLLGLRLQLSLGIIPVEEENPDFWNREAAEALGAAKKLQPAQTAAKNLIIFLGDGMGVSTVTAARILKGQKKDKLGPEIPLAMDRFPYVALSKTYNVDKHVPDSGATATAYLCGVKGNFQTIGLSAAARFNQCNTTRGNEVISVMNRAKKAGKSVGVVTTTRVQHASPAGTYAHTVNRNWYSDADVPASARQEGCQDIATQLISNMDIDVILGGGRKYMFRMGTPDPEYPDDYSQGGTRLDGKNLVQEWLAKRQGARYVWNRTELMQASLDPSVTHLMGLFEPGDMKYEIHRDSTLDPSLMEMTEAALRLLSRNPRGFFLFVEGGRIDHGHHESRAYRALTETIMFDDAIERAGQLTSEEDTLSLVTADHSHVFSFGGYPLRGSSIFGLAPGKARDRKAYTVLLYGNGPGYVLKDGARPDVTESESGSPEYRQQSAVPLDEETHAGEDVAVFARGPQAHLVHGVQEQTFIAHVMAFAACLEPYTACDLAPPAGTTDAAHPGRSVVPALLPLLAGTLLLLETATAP
CYP2C9 activ = activators of human CYP2C9; P11712; 96,000 compounds, 1.4% hits; activation factor at 5 µM; recombinant CYP2C9, luciferin-H conversion, luminescence; stronger effect = higher value; factor 1 = untreated enzyme, 0 = blocked;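 active = activation factor of 2 or more for CYP2C9 at a 5 µM dose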;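 also: 0 = sulfaphenazole-blocked wells and 1 = vehicle-only wells; values of inactives mirror those of a sister screen read the other way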
CYP2C19 activ = increases human CYP2C19 enzyme activity | P33261 | recombinant CYP2C19, luciferin-H EGE luminescence; stronger effect = higher value; 0 = fully inhibited enzyme, 1 = untreated enzyme | activation factor at 5 µM | 96,000 tested, under 10 active | AID 1025;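 active = activation factor of at least 2 at 5 µM in the primary screen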;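 also: 0 = wells with 2.5 mM tranylcypromine and 1 = vehicle-only wells; values of inactives mirror those of a sister screen read the other way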
Ecoli WT expand = E. coli BW25113 growth inhibition, expanded screen; OD600 absorbance; growth inhibition, % at 100 µM; 98,000 compounds, 0.15% hits;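 active = growth inhibition above about 50% at one test dose, limit read from the data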;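 also: growth measured after 20 h incubation at 37 °C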
PostGolgi yeast = growth inhibition of a yeast mutant, post-Golgi transport screen; post-Golgi transport phenotypic cell assay; inhibition, % at 10 µM; 98,000 compounds, 0.9% hits; AID 739; in the data active = inhibition above about 30%;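 also: yeast cells grown in 1536-well plates; yeast grown about 18 h at 30C before absorbance read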
* marks the source's active call; other numbers are inactive results; / = not tested or not shown.

SMILES	EphB4 antag	CYP2C9 inhib	CYP2C19 inhib	PTK2B oligo ant	PLAP activator	CYP2C9 activ	CYP2C19 activ	Ecoli WT expand	PostGolgi yeast
C=CCc1cccc2cc(C(=O)N3CCN(C(=O)c4ccco4)CC3)c(=O)oc12	-6	-125	-7	2.7	1.3	2.3*	1.1	0	0
CCc1nccn1S(=O)(=O)c1cc(Br)ccc1OC	-5	-14	97*	1.4	1.1	1.1	0	4	7
Cc1ccc(C(=O)Nc2cc(Cl)ccc2N2CCCCC2)s1	2	29	31	-0.03	0.6	0.7	0.7	-1	0
Cc1ccc(C(=O)NCc2nnc(SCC(=O)Nc3sc4c(c3C#N)CCCC4)n2C)cc1	-4	20	6	0.37	1.2	0.8	0.9	-15	-1
C/C(N)=C(/C#N)C(=O)COC(=O)C1Cc2ccccc2CN1S(C)(=O)=O (stereo not drawn)	-1	18	6	3.4	1.4	0.8	0.9	2	-1
Cc1cc(C)cc(NC(=O)N2CCCC2C(=O)Nc2ccc(-n3cnnn3)c(C)c2)c1 (stereo not drawn)	-2	10	96*	0.28	1.4	0.9	0	1	-5
COc1ccc(CC(=O)Nc2cccc(-c3nnc(-c4cccc(C)c4)o3)c2)cc1OC	/	88*	98*	-2	0.9	0.1	0	1	3
CC(=O)c1c(C)[nH]c(C(=O)N2CCN(C(=O)c3ccco3)CC2)c1C	-5	-9	-12	0.8	1.1	1.1	1.1	3	-3
O=c1cc(O)nc(SCc2ccccc2)n1-c1ccc(F)cc1	0	1	10	-0.52	1.2	1	0.9	16	10
O=C(Cn1c(=O)oc2ccccc21)NCc1ccco1	-2	-9	15	-0.38	0.8	1.1	0.8	7	-1
COc1ccccc1NC(=O)N(Cc1ccc2c(c1)OCO2)Cc1nc2ccccc2c(=O)[nH]1	1	0	3	-4*	1.2	1	1	-14	24
Cc1cccc2cc(=O)[nH]c(C)c12	-8	-11	-6	0.47	1	1.1	1.1	4	-1
Cc1c(C(=O)Nc2ccc(OCc3ccccc3)cc2)cccc1[N+](=O)[O-]	1	-58	-14	0.69	1.2	1.6	1.1	-10	3
Cc1ccc(NC(=O)CC2SCCNC2=O)cc1Cl (stereo not drawn)	/	-55	22	0.31	0.9	1.5	0.8	4	1
O=C(OCc1nc2ccccc2s1)[C@@H]1CCCN1S(=O)(=O)c1ccccc1F	3	18	32	0.99	1	0.8	0.7	-20	1
Brc1ccc(OCc2ccccc2)c(CNCc2ccncc2)c1	-7	84*	99*	-2.7	1.3	0.2	0	13	101*
O=c1[nH]c2ccccc2nc1-c1cccs1	1	21	10	0.14	1.1	0.8	0.9	-8	22
Clc1ccc(COc2ccccn2)c(Cl)c1	-2	18	87*	0.7	1	0.8	0.1	12	5
COc1ccc(OC)c(NC(=O)C2C3CCC(O3)C2C(=O)O)c1 (stereo not drawn)	-2	3	2	/	1	1	1	3	7
Cc1cccc(N=C(N2CCOCC2)P(=O)(N2CCOCC2)N2CCOCC2)c1	9	19	-3	0.04	1.6	0.8	1	1	0
CC(=O)Nc1nnc(Cc2ccccc2)s1	-3	-2	12	0	0.9	1	0.9	0	-5
O=S(=O)(c1cccc2cccnc12)N1CCc2ccccc21	10	-19	10	-0.8	1	1.2	0.9	-6	-2
NCCc1nnc(SCC(N)=O)o1	3	-4	-5	0.05	0.9	1	1	-1	-7
CON(C)c1nc(OCCNC(=O)OCc2ccc(Cl)cc2Cl)nc(N(C)C)n1	-5	63*	36	0.62	1.2	0.4	0.6	-1	10
CCOc1ccc(N(CC(=O)OC)S(=O)(=O)c2ccc(OC)c(OC)c2)cc1	-8	55*	64*	-0.51	1.4	0.5	0.4	-2	-1
SMILES	EphB4 antag	CYP2C9 inhib	CYP2C19 inhib	PTK2B oligo ant	PLAP activator	CYP2C9 activ	CYP2C19 activ	Ecoli WT expand	PostGolgi yeast
O=C(NCC1CCNCC1)c1ccncc1	-8	/	/	0.18	/	/	/	-13	6
O=C(C1CC1)N1CCCN(C(=O)C2CC2)CC1	/	6	4	0.2	1	0.9	1	1	21
O=C(CCn1c(=O)oc2ccccc21)Nc1nc2ccccc2s1	2	59*	52*	/	1.3	0.4	0.5	14	-4
Cn1c(=O)c2c(nc(OCc3ccc4c(c3)OCO4)n2Cc2ccccc2Cl)n(C)c1=O	5	10	56*	-0.05	1.3	0.9	0.4	-1	-8
COc1ccc(N(CC(=O)NCc2cccnc2)S(=O)(=O)c2c(C)nn(C)c2C)cc1	0	14	64*	/	1.1	0.9	0.4	0	-4
O=C(CSc1ccc(Cl)cc1)N1CCN(c2ncc(C(F)(F)F)cc2Cl)CC1	2	81*	43	-0.01	1.1	0.2	0.6	4	0
CSc1nc(=O)n2cccc(C)c2n1	-5	-3	4	0.23	0.8	1	1	-4	17
NC(=O)c1ccccc1OCC(=O)O	8	-17	-15	0.47	1	1.2	1.2	-8	-3
COc1ccccc1NC(=O)C1=C(C)NC(=O)NC1c1ccc(C)cc1 (stereo not drawn)	/	5	35	/	1	0.9	0.7	5	2
C=CCOc1ccccc1CNCCCN1CCOCC1	-9	11	7	0.22	0.9	0.9	0.9	-3	0
O=C(CSc1nc(-c2cccs2)cc(C(F)(F)F)n1)NCc1ccccc1	-1	91*	60*	-1.3	0.8	0.1	0.4	-4	-3
CCC1CCCCN1c1nc(-c2ccncc2)nc2ccccc12 (stereo not drawn)	1	100*	99*	-0.52	1.4	0	0	-14	9
O=C(CSc1nnc(-c2cccs2)o1)N1CCCCC1	2	-7	6	/	1.1	1.1	0.9	0	0
COc1cccc(OCC(O)CN2CCOCC2)c1 (stereo not drawn)	-2	-13	-11	0.6	1.1	1.1	1.1	-1	-4
COc1ccc(Br)cc1C(=O)Nc1ccc(N2CCN(S(C)(=O)=O)CC2)cc1	-3	-97	16	-0.03	0.8	2*	0.8	-4	-3
COC(=O)CSc1nc2sc(C)c(C)c2c(=O)n1C	-4	35	22	1.3	0.8	0.7	0.8	-4	-3
Cc1ccc(NC(=O)NNC(=O)C2CC(c3cccnc3)=NO2)cc1 (stereo not drawn)	6	22	9	0	2*	0.8	0.9	-1	-3
CCn1c(=O)c(=O)[nH]c2cc(C(=O)N3CCN(c4ccccc4F)CC3)ccc21	2	13	-5	-0.54	1.1	0.9	1	0	0
Cc1ccc(S(=O)(=O)N(C)c2ccc(OCC(=O)O)cc2)cc1	-6	34	-1	1.3	1.1	0.7	1	-8	1
COc1cccc(/C=C2/CN(C)CC3=C2OC(N)=C(C#N)C3c2cccc(OC)c2)c1 (stereo not drawn)	7	/	/	-0.47	/	/	/	-14	9
CCOC(=O)N1CCN(C(=O)CN(Cc2ccc(Cl)cc2)S(=O)(=O)c2ccc(C)cc2)CC1	-1	90*	96*	0.31	1.5	0.1	0	-13	1
COc1ccc(NC(=O)C2CCN(C(=O)c3cccs3)CC2)c(OC)c1	-2	17	13	0.86	1.1	0.8	0.9	1	-5
Cn1c(=O)n(Cc2ccccc2F)c(=O)c2c1nc1n2CCCN1CCc1ccccc1	8	17	33	-0.89	0.8	0.8	0.7	-6	16
CCNS(=O)(=O)c1ccc(NC(=O)c2ccccc2OCC)cc1	-8	-2	-1	-1.8	1	1	1	-5	3
CCCn1nnnc1SCC(=O)NNC(=O)C1CCCCC1	-4	6	-3	/	1.5	0.9	1	12	2

Compound profiles, from the list above. Order of values: EphB4 antag, CYP2C9 inhib, CYP2C19 inhib, PTK2B oligo ant, PLAP activator, CYP2C9 activ, CYP2C19 activ, Ecoli WT expand, PostGolgi yeast
Shown for `O=C(C1CC1)N1CCCN(C(=O)C2CC2)CC1` → /, 6, 4, 0.2, 1, 0.9, 1, 1, 21
Shown for `O=C(NCC1CCNCC1)c1ccncc1` → -8, /, /, 0.18, /, /, /, -13, 6

Other structures:
SMILES	EphB4 antag	CYP2C9 inhib	CYP2C19 inhib	PTK2B oligo ant	PLAP activator	CYP2C9 activ	CYP2C19 activ	Ecoli WT expand	PostGolgi yeast
CCOCC(=O)Nc1ccc(F)c(F)c1	7	-8	9	1.4	1.2	1.1	0.9	-3	11
Cc1cc(C)c(S(=O)(=O)NCCCN2CCOCC2)cc1Br	-10	-101	54*	0.43	1.3	2*	0.5	2	2
CCC(C)(C)n1nnnc1C(c1cc2cc(C)ccc2[nH]c1=O)N1CCCc2ccccc21 (stereo not drawn)	-3	64*	33	0.97	1.6	0.4	0.7	1	1
COc1cc(C)c(CNc2cc(C)cc(C)c2)cc1C	-10	7	29	-0.06	0.7	0.9	0.7	-14	3
CC(=O)Nc1nc(SCc2ccc(Cl)cc2Cl)n[nH]1	0	0	19	0.8	1	1	0.8	5	15
Cc1ccc(C(=O)O/N=C(\N)c2ccc(Br)cc2)cc1	-3	18	-7	0.17	1.1	0.8	1.1	4	9
O=C(NCN1C(=O)C2C3C=CC(C3)C2C1=O)Nc1nncs1 (stereo not drawn)	7	/	/	0.47	/	/	/	-14	2
N/C(=N\OC(=O)C12CC3CC(CC(C3)C1)C2)c1cccnc1	-1	-3	17	-0.8	1	1	0.8	-5	-1
COc1ccc(C2=CC(c3sccc3C)n3nnnc3N2)cc1 (stereo not drawn)	-3	91*	82*	-0.47	0.8	0.1	0.2	-9	-6
O=S(=O)(c1ccc2oc3ccc(S(=O)(=O)N4CCCCC4)cc3c2c1)N1CCCCC1	2	66*	5	-0.84	0.9	0.3	1	-2	2
Cc1ccc2c(c1)c1ncnc(N3CCC4(CC3)OCCO4)c1n2C	-2	62*	12	/	1.4	0.4	0.9	4	-2
COc1ccc(Cl)cc1C(=O)n1nc(C)cc1C	9	-13	27	-2.5	1.1	1.1	0.7	-7	3
COc1ccc(CCC(C)Nc2cccc(F)c2)cc1 (stereo not drawn)	-11	-3	12	-0.88	1.1	1	0.9	-1	0
O=C(c1nn(-c2ccccc2)c(=O)c2ccccc12)N1CCN(c2ccccn2)CC1	1	32	20	0.2	1	0.7	0.8	-8	-2
c1ccc(-n2nnnc2SCCCSc2nc3ccccc3s2)cc1	-1	35	47	-1.1	0.9	0.6	0.5	-25	-13
Cc1ccc(-n2c(-c3nn(C)c(C)c3Cl)n[nH]c2=S)cc1	1	7	10	-0.23	1.3	0.9	0.9	3	0
CCOCCCNC(=S)NCCNc1nc2c(C)cccc2cc1C#N	-2	-34	35	0.36	1.6	1.3	0.7	-2	-4
CCOC(=O)Cc1csc(NC(=O)NC2(C(F)(F)F)Oc3cc(Cl)c(Cl)cc3O2)n1	0	6	-8	0.29	0.9	0.9	1.1	41	-10
Cc1ccccc1N(CC(=O)NCc1ccc2c(c1)OCO2)C(=O)CCC(=O)Nc1ccccn1	-9	49	50	-2.2	1.4	0.5	0.5	7	5
CC1CCN(C(=O)CNC(=O)Cn2ccc3ccccc3c2=O)CC1	-3	-26	-18	/	1.1	1.3	1.2	7	11
COc1c(C)cccc1C(=O)Nc1ccc(CN2CCOCC2)cc1	-6	-13	33	-0.58	1.4	1.1	0.7	-9	3
COc1ccc(-c2ccc(NCCC3=CCCCC3)nn2)cc1OC	-7	-25	13	-1.3	0.7	1.3	0.9	-4	-7
COc1ccc(OC)c(Nc2ncnc3c2cnn3-c2ccccc2)c1	-3	11	45	-2	1	0.9	0.5	-3	7
CCOC(=O)C1=C(N)n2c(s/c(=C/c3ccco3)c2=O)=C(C(=O)OC)C1c1ccco1 (stereo not drawn)	1	78*	24	-0.17	1.2	0.2	0.8	-15	-1
CCCNC(=O)c1ccccc1NC(=O)CN(c1ccccc1OCC)S(C)(=O)=O	2	58*	17	-0.37	0.9	0.4	0.8	5	10
CSc1cnn(-c2ccccc2)c(=O)c1SC	-2	21	45	0.37	1	0.8	0.6	-1	-4
CCOC(=O)CC1C(=O)NCCN1S(=O)(=O)c1ccc(Cl)cc1 (stereo not drawn)	7	-8	13	-0.25	1.1	1.1	0.9	4	-2

An excerpt from above in order of their number in CYP2C19 activ, lowest first.
Compound	CYP2C19 activ
CSc1cnn(-c2ccccc2)c(=O)c1SC	0.6
COc1cc(C)c(CNc2cc(C)cc(C)c2)cc1C	0.7
N/C(=N\OC(=O)C12CC3CC(CC(C3)C1)C2)c1cccnc1	0.8
O=S(=O)(c1ccc2oc3ccc(S(=O)(=O)N4CCCCC4)cc3c2c1)N1CCCCC1	1
